ALOX12 inh – inhibitors of human 12S-lipoxygenase ALOX12. purified 12hLO, xylenol orange hydroperoxide absorbance. Potency, µM (series often up to 108 µM), for inactives: top-dose activity change, negative = inhibition, usual class: inhibitors. 580,000 compounds, 1.1% hits. AID 1671190; active = well fitted inhibition curve with a large enough effect; inconclusive = small, poorly fitted or top-dose-only effect, or another doubt; inactive = no such curve, though single readings can be large or run the other way
Target sequence (P18054 whole entry, looked up): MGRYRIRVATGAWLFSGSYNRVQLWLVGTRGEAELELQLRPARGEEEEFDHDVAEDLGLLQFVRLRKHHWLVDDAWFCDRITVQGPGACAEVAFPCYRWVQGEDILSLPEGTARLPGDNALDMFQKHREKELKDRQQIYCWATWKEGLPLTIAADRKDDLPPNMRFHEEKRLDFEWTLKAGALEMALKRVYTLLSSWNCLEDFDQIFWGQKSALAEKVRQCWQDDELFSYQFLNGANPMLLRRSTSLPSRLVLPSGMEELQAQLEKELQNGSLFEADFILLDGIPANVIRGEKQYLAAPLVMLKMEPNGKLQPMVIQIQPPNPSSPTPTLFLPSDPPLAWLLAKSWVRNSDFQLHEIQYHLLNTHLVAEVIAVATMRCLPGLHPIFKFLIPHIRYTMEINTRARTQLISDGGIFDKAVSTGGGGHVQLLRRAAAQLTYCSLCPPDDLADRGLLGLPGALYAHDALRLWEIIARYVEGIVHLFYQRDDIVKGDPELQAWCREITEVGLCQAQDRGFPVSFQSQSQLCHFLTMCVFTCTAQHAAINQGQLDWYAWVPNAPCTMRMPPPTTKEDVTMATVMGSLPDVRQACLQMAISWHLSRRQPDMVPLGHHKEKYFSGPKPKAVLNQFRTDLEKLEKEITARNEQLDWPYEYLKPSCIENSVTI
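Hydroperoxide product was detected by ferrous iron/xylenol orange as the 573 to 405 nm absorbance ratio. Arachidonic acid at 40 uM (final) was turned over for 30 min at room temperature by 150 nM human 12hLO, pH 7.0 Hepes buffer, after 15 min compound preincubation.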
Numbers without * were called inactive; ? = inconclusive; [ ] = another dose, or the depositor's remark. % is set by controls: 0 for no effect and ±100 for the full control effect; potency is the fitted concentration of half-maximal effect. These rows are one share of the data; rates above refer to the full screens.

Compound	ALOX12 inh
CCC(=O)N(C)CCCNC(=O)c1nc2ccccc2c(=O)[nH]1	24.9%
COc1ccc(CN2C[C@@H](CO)[C@H](NC(=O)C3CC3)C2)cc1	52.3%[activator]
CCC(C)CN1C(=O)CSCC1(C)C(=O)NCc1ccccc1 (configuration not stated)	-2.0%
Cc1noc(C)c1-c1ccc2ncnc(NCc3cccs3)c2c1	?
Cc1ccc(C)c(NC(=O)C(Sc2nnnn2C)c2ccccc2)c1 (configuration not stated)	-27.4%
O=C1CCN(S(=O)(=O)c2ccccc2)CCCN(Cc2cn[nH]c2-c2cccs2)CCN1	-2.7%
O=[S+]1([O-])NC2(CCN(Cc3cccc(C(F)(F)F)c3)C2)COc2ncccc21 (configuration not stated)	11.6%[6.33 µM]
Cc1ccc(C(=O)NCCOc2nonc2C)cc1N1CCNC1=O	25.6%

More records.
Compound	ALOX12 inh
COCCn1cnc2c1c(=O)n(CC(=O)Nc1ccc3c(c1)OCO3)c(=O)n2Cc1ccccc1	?
CCC(=O)Nc1ccc(C2(C(=O)N3CCCC(C)C3)CCCCC2)cc1 (configuration not stated)	23.1%
FC(F)(F)c1cccc(N2CCN(Cc3ncc(-c4ccccc4)o3)CC2)c1	?
CNC(=O)[C@@H]1C[C@H](Oc2ccccc2)CN1C(=O)c1cccnc1	46.7%[activator]
CC1CCC2(CC1)OCC(C(=O)NC1CC1)N2C(=O)c1ccccc1F (configuration not stated)	-5.4%
CCn1cnnc1-c1nn(C)c2c1CN(C(=O)CCc1ccc(OC)cc1)CC2	16.5%
COc1ccc(Br)cc1-c1nc2cccc(C)c2c(=O)o1	-8.1%
CCOC(=O)/C=C/c1cc(F)ccc1O	-0.4%

New compounds follow.
Compound	ALOX12 inh
COc1ccccc1NC(=O)N1CCc2cc(OC)c(OC)cc2C1CNC(=O)CC(C)C (configuration not stated)	-4.4%
COC(=O)C1=C(C)NC(=O)C1(NC(=O)c1cccc(C)c1)C(F)(F)F (configuration not stated)	?
COc1ccc(S(=O)(=O)N2C[C@@H]3C[C@H](C2)c2c(NC(=O)c4ccccc4)ccc(=O)n2C3)cc1	6.8%
O=C(CC1CCOCC1)NCc1ccc(F)cc1F	37.8%[activator]
COC(=O)C1=C(C)N(Cc2ccccc2C(F)(F)F)C(=NCc2cc(OC)c(OC)c(OC)c2)NC1c1cccc(C(F)(F)F)c1 (configuration not stated)	-11.6%
Brc1ccc(-c2ccc3c(n2)CCCN3Cc2ccccn2)cc1	?
CCOC(=O)C1CCCN(C(=O)Cc2ccc(N(Cc3cccc(F)c3)C(=O)c3ccco3)cc2)C1 (configuration not stated)	17.4%
CN1CC(=O)N(C2CCNCC2)Cc2c(NC3CCCCCC3)ncnc21	?

New compounds follow
Compound	ALOX12 inh
O=C(CSc1nc2cc([N+](=O)[O-])ccc2o1)NCc1ccccc1F	?
Cc1cccc2cc(C(=O)N3CC[C@H](CO)[C@H](O)C3)oc12	15.1%
Cc1noc(C)c1CC(=O)N[C@@H]1CN(c2ccncn2)C[C@H]1CN(C)C	52.8%[activator]
COc1cccc(NS(=O)(=O)c2cc(C(=O)N3CCCC3)cs2)c1	-3.4%
Cn1c(Cn2ccnc2)nnc1C1CCN(S(C)(=O)=O)CC1	35.8%[activator]
Cc1csc(CNC(=O)/C=C/c2cccnc2)n1	10.5%
CC(Sc1nc2cc(S(=O)(=O)N3CCCCC3)ccc2o1)C(=O)N1CCc2ccccc21 (configuration not stated)	5.5%
CC(C)Cn1c(-c2csnn2)nc2c1c(=O)[nH]c(=O)n2CC(C)C	-24.5%

Additional results
Compound	ALOX12 inh
Cc1oc(-c2ccccc2)nc1CC(=O)Nc1ccc(F)cc1Cl	?
COc1ccc(CN2CCCc3nc(C)nc(-c4ccc(O)cc4)c3C2)cc1	17.1%
O=C1CCN(C(=O)NC2CCCCC2)CCCC(c2nc(-c3cccnc3)no2)CCN1 (configuration not stated)	46.1%
CC(C)C(NC(=O)c1ccccc1F)C(=O)NN (configuration not stated)	17.7%
Cn1c(=O)c2c(nc(NC3CCCCC3)n2Cc2c(F)cccc2Cl)n(C)c1=O	103.1%[activator]
CN1C[C@H](NC(=O)c2nc3ccccc3s2)CCC[C@@H](C(=O)N(C)Cc2cccnc2)CC1=O	39.3%[activator]
O=C(O)Cn1cc(C(C(=O)O)N2CCN(CC(=O)N3CCCC3)CC2)c2ccc(F)cc21 (configuration not stated)	?
COc1cccc(CC(=O)N2Cc3ccccc3OC3(CCN(C)CC3)C2)c1	20.7%

Going on with the list:
Compound	ALOX12 inh
CCOC(=O)c1sc(Nc2ccccc2)nc1C(F)(F)F	39.8µM*
COc1c(C=O)c(=O)[nH]c2c(OC)cccc12	-5.4%
CCc1nc(NC(=O)c2ccc(C#N)cc2)sc1C	?
Cc1ccc(C(=O)NCc2nc(-c3ccc(C)cc3)oc2C)cc1	?
COc1cc2c(c(OC)c1)C(c1cccc(Cl)c1Cl)C1=C(CCCC1=O)N2 (configuration not stated)	-18.2%
Cc1sc2nc(CSc3nnnn3C3CCCCC3)[nH]c(=O)c2c1C	0.4%
CC(OC(=O)C1CC2CCCC(C1)C2=O)C(=O)c1ccc(C(C)(C)C)cc1 (configuration not stated)	-1.9%
C[C@H]1CN(C(=O)c2ccc(F)cc2)C[C@@H]1c1nc(-c2ccccc2)no1	31.9%

(further entries)
Compound	ALOX12 inh
O=C(CC1CCCCC1)NNC(=O)c1cccc(Cl)c1	41.4%[activator]
CCOc1ccc(C2CCCN2C(=O)Cn2nc(C)c3ccccc3c2=O)cc1 (configuration not stated)	-3.1%
Cc1nn(CCC(=O)Nc2c(Cl)cccc2Cl)c(=O)c(C#N)c1C	3.6%
COc1ccc(C(=O)NC(C(=O)NC(C)C(C)C)C2CCN(C(=O)c3ccc(C)cc3)CC2)cc1 (configuration not stated)	6.9%
CCSC1=C(C#N)C(c2ccc(C)cc2)C2=C(CCCC2=O)N1 (configuration not stated)	?
Cc1ccc(C(=O)NC[C@H]2O[C@@H](CC(=O)N3CCN(c4ccccn4)CC3)[C@H](O)[C@@H]2O)cc1	11.9%
COc1ccc2cc(C(=O)NCC(=O)Nc3c(C)cc(C)cc3C)c(C)nc2c1	7.5%
CCC(=O)N1CCCC1c1nc(CCOCC2CCOCC2)no1 (configuration not stated)	35.7%[activator]

(listing goes on)
Compound	ALOX12 inh
COc1ccccc1-c1nc2cnccn2c1NCCC(=O)Nc1ccc(C)cc1C	-2.8%
CC(=O)N1CCN(C(=O)C[C@@H]2c3nc(-c4ccsc4)sc3C[C@@H]3[C@](C)(CO)[C@H](O)CC[C@]32C)CC1	-1.6%
CCCN(CC1CCOC1)C(=O)Nc1ccccc1CC (configuration not stated)	12.3%
CCCn1nc(C(=O)OCC(=O)N2CCCC2)c2ccccc2c1=O	13.6%
CC1=C(C(=O)Nc2ccccc2)C(c2ccccc2)NC(=S)N1 (configuration not stated)	-48.0%
O=C(Cc1cccc(F)c1)NCCC1CCN(C(=O)Nc2ccc(F)cc2)CC1	15.6%
O=C(NCCO)c1cccc(-c2cc(Nc3ccc(OC(F)(F)F)cc3)ncn2)c1	?
O=C(c1ccc(C2CCNC2)cc1)N(Cc1ccccc1)CC1CCC1 (configuration not stated)	3.2%

Compounds shown so far that have a Cl atom, in the order listed:
Compound	ALOX12 inh
Cc1oc(-c2ccccc2)nc1CC(=O)Nc1ccc(F)cc1Cl	?
Cn1c(=O)c2c(nc(NC3CCCCC3)n2Cc2c(F)cccc2Cl)n(C)c1=O	103.1%[activator]
COc1cc2c(c(OC)c1)C(c1cccc(Cl)c1Cl)C1=C(CCCC1=O)N2 (configuration not stated)	-18.2%
O=C(CC1CCCCC1)NNC(=O)c1cccc(Cl)c1	41.4%[activator]
Cc1nn(CCC(=O)Nc2c(Cl)cccc2Cl)c(=O)c(C#N)c1C	3.6%

2 consecutive records already listed, for reference:
Compound	ALOX12 inh
O=C(NCCO)c1cccc(-c2cc(Nc3ccc(OC(F)(F)F)cc3)ncn2)c1	?
O=C(c1ccc(C2CCNC2)cc1)N(Cc1ccccc1)CC1CCC1 (configuration not stated)	3.2%

Continuation:
Compound	ALOX12 inh
CN1C[C@@H](NC(=O)c2ccccc2)C[C@H]1c1nc(-c2ccc(F)cc2)no1	?
CCOC(=O)Cc1csc(NC(=O)Cn2nc3c(cc2=O)CCCC3)n1	-4.9%
CCn1cc(S(=O)(=O)N2CCc3nn(CC4CC4)c(=O)n3CC2)cn1	40.6%[activator]
O=S(=O)(c1cccs1)N1CCC(c2nc(CCOc3ccc(F)cc3)no2)C1 (configuration not stated)	5.3%
CC(=O)Nc1ccc(C(=O)N2CCC3(CC2)CN(C)CCN3C)c(C)c1	54.2%[activator]
Cc1ccc2c(C)c(CCC(=O)N3CCCCCCC3)c(=O)oc2c1	36.2%[activator]
CC(Oc1ccc(Br)cc1Cl)C(=O)NN (configuration not stated)	25.6%
Cc1c(O)cc(C(=O)/C=C/c2ccccc2)cc1Cl	-11.7%

(further entries)
Compound	ALOX12 inh
CN1[C@@H](CCC(=O)NCc2ccccc2)CNC(=O)[C@@H]2[C@H]1CCN2Cc1cccc(OC(F)(F)F)c1	37.6%[activator]
O=C(c1ccco1)N(CCc1ccccc1)Cc1cccs1	-17.3%
CC(C)Cc1nc(NC(=O)CC[C@H]2NC(=O)c3ccccc3NC2=O)n[nH]1	6.2%
CCOc1ccccc1NC(=O)Nc1cc(C)c2nc(NC(=O)c3ccccc3)sc2c1	?
Cc1ccc(C(=O)N2CCCC(n3c(C)cnc3C3CCOCC3)C2)s1 (configuration not stated)	44.2%[activator]
Cc1ccc2nc(-c3ccccc3C)cc(C(=O)O)c2c1	-10.2%
Cc1ccccc1S(=O)(=O)Nc1ccccc1SCc1cc(=O)n2cc(Cl)ccc2n1	?
COC(=O)C1=CN(CC(=O)N(C)c2cccc(C)c2)S(=O)(=O)N=C1C	21.3%

(list continues)
Compound	ALOX12 inh
Cc1ccc(Nc2nc(-c3c[nH]c(C(=O)N4CCCC4)c3)cs2)cc1F	-82.5%
CN(C)C[C@@H]1CN(c2ccncn2)C[C@H]1NC(=O)c1ccc(F)cc1Cl	18.5%
COCCNC(=O)[C@H]1C[C@H](Oc2ccccc2)CN1S(=O)(=O)Cc1ccccc1	-5.0%
COc1ccc(C(=O)Nc2nc3c(s2)C[C@@H]2[C@](C)(CO)[C@H](O)CC[C@@]2(C)[C@@H]3CC(=O)NCc2ccco2)cc1	-18.6%
Cc1noc(C)c1-c1nc(Nc2ccccc2)c2ccccc2n1	?
CC(=O)c1ccc(OCC(O)CN2CCCN(c3ccc(C(F)(F)F)cn3)CC2)cc1 (configuration not stated)	?
CC(O)CNCCCOc1ccc(C(C)(C)c2ccccc2)cc1 (configuration not stated)	4.47µM*
COc1cc(C2CC(=O)NC(SCC(=O)NCc3ccccc3)=C2C#N)ccc1O (configuration not stated)	-10.1%

Further results follow:
Compound	ALOX12 inh
CCN(CC)C(=O)c1oc2ccccc2c1NC(=O)c1c(F)cccc1F	-2.4%
Cc1cc(C)c2c(=O)cc(C(=O)Nc3ccc(S(=O)(=O)N(C)c4ccccc4)cc3)oc2c1	24.7%
CC1=C/C(=N\NC(N)=S)C(C)C1 (configuration not stated)	8.7%
COCCn1c2c(c(=O)[nH]c1=O)C(c1ccccc1C)C1=C(N2)c2ccccc2C1=O (configuration not stated)	102.7%[activator]
CCOc1cc2c(cn1)NCCN(Cc1ccncc1Cl)C2	49.5%[activator][176 µM]
CCCNC(=S)Nc1ccc(C)cc1	-0.4%
CC(C)c1[nH]nc2c1C(c1cccc(C(F)(F)F)c1)N(c1ccccc1)C2=O (configuration not stated)	-16.9%
CC(Oc1ccc(F)cc1)C(=O)N1CCC(c2nc3ccccc3o2)CC1 (configuration not stated)	-23.0%

(list continues)
Compound	ALOX12 inh
CC(C)c1ccc(CNC(=O)Nc2ccccc2Cl)cc1	11.1%
O=C(COc1cccc(-c2nnc3n2CCCC3)c1)Nc1ccc(Br)cc1	-0.6%
CCC(=O)Nc1ccc(OCC(=O)N(CC)CC2CCOCC2)cc1	6.7%
COc1ccc(OC)c(-c2cc3ccc(OS(C)(=O)=O)cc3oc2=O)c1	64.7%[activator]
CS(=O)(=O)N1Cc2cc(C(=O)NCC3CC3)nc(-c3cccc(-c4cccnc4)c3)c2[C@H]1CCO	?
Cc1ccc(NC(=O)COC(=O)c2ccc(C)c(S(=O)(=O)N3CCCCC3)c2)cc1F	1.8%
CN(CC12CC3CC(CC(C3)C1)C2)C(=O)CCc1ccccc1O	-1.4%
CC(C)(C)C1CCC2(CC1)NC(=O)N(CC(N)=O)C2=O (configuration not stated)	10.5%

New compounds follow
Compound	ALOX12 inh
COc1ccc(S(=O)(=O)NC2CCN(C(=O)Nc3ccc(Br)cc3F)CC2)cc1	-9.7%
O=C(Nc1ccc(Cl)nc1)c1cccn2cncc12	40.6%[176 µM]
Cc1cnc(CNc2ncncc2-c2ccccc2C#N)cn1	?
COc1ccc(CN2CCc3nn(CC4CC4)c(=O)n3CC2)c(Cl)c1OC	51.0%[activator]
S=C(N/N=C1/CC2C=CCC12)NC1CCCCC1 (configuration not stated)	?
Cn1nc(C(=O)N2CCC3(CC2)CC(OCC2CC2)CCO3)c2ccccc21 (configuration not stated)	29.8%
O=C(NCc1ccnc(N2CCCC2)c1)c1ccc(O)c(Cl)c1	3.8%
O=c1[nH]c2sc3c(c2c2nc(-c4ccncc4)nn12)CCCC3	7.0%
O=C(COc1ccc([N+](=O)[O-])c(F)c1)Nc1ccc2c(c1)CCC2	?
